GLS inh: inhibitors of human glutaminase (GLS); O94925; GLS enzymatic activity, qHTS titration; Potency, µM (series often up to 45.5 µM), without a hit: at the highest dose activity change, negative = inhibition, actives largely listed as inhibitors; actives 0.21% (n = 410,000); AID 624170; also: potency is read from the fitted curve at half-maximal effect; % is scaled to controls: 0 for no effect and ±100 for the full control effect
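Human kidney-isoform GLS in 45 mM KH2PO4 pH 8.2, 0.02% Tween-20, with compound, started with 1mM L-Glutamine (added stock). Glutamate oxidase/HRP/Amplex red coupled fluorescence read at start and after 30 min at RT.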
Pin1 inhibitor: blocks the human prolyl isomerase Pin1. Q13526. actives 0.009% (n = 390,000). Pin1 FP peptide displacement, HiFluor488, 10 min. Potency, µM (series often up to 115 µM), for inactives: at the top dose activity, negative = inhibition, most hits filed as inhibitors. AID 504891; active = well fitted inhibition curve with a large enough effect in the polarisation, with a control signal flat, not every such curve was filed as active; inconclusive = small, poorly fitted or top-dose-only effect, or effect the other way, or a change in a side signal; inactive = no such curve, though single readings can be large or run the other way; the % refers to the polarisation; also: potency is read from the fitted curve at half-maximal effect; % is scaled to controls: 0 for no effect and ±100 for the full control effect
Tb PGK inh: inhibitors of T. brucei phosphoglycerate kinase; P07378; PGK/GAPDH coupled, Kinase-Glo luminescence, 60 min; Potency, µM (doses to about 57.5 µM), without a hit: top-dose activity change, negative = inhibition, hits mostly inhibitors; actives 0.043% (n = 380,000); AID 602233; also: potency is read from the fitted curve at half-maximal effect; % is scaled to controls: 0 for no effect and ±100 for the full control effect; nearly all actives have a fitted effect of over 60% in size
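Luminescent ATP detection (Kinase-Glo Plus) follows a 60-minute room-temperature incubation, with wells lacking PGK as controls. Buffer: 100 mM TEA (pH 7.6), 5 mM MgCl2, 0.01% Tween-20. Coupling enzyme GAPDH (100 nM final) supplies unstable 1,3-BPG in-well.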
TrxR1 substrate: substrates of rat thioredoxin reductase 1. O89049. purified TrxR1 substrate turnover, NADPH consumption readout. Potency, µM (series often up to 114 µM), inactives show top-dose activity change, negative = substrate turnover. actives 0.01% (n = 390,000). AID 588456; also: potency is read from the fitted curve at half-maximal effect; % is scaled to controls: 0 for no effect and ±100 for the full control effect; nearly all actives have a fitted effect of over 50% in size
Target sequence (O89049 whole entry, looked up): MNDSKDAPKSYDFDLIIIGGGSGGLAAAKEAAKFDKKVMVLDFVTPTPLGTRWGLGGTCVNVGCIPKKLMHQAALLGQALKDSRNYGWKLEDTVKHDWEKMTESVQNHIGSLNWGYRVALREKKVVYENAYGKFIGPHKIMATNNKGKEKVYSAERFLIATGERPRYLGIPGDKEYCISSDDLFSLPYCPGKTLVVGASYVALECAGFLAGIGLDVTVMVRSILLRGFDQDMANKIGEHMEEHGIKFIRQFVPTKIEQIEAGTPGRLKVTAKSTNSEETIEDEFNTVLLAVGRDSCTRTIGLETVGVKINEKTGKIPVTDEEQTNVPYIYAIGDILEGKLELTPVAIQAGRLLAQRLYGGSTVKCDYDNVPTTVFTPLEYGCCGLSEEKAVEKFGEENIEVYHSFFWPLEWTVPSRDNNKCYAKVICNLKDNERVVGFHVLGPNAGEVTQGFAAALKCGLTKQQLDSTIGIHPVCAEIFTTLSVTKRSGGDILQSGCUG
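Rat TrxR1, dispensed at 90 nM, was prereduced with 400 uM NADPH (final) for 5 min at ~22 deg C, then incubated with compound 15 min before 400 uM selenite. A first-read NADPH fluorescence drop versus no-compound background flagged substrates.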
TrxR1 inh: blocks rat thioredoxin reductase 1; recombinant rTrxR1, NADPH fluorescence consumption, selenite substrate; Potency, µM (series often up to 114 µM), for the others: at the highest dose activity change, negative = inhibition, actives largely listed as inhibitors; AID 588453; actives 1% (n = 390,000); also: potency is read from the fitted curve at half-maximal effect; % is scaled to controls: 0 for no effect and ±100 for the full control effect; nearly all actives have a fitted effect of over 65% in size
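Rat TrxR1 (90 nM in the dispensed reagent) was pre-reduced with 400 uM NADPH for 5 min at room temperature, then incubated with compound for 15 min. After 400 uM selenite was added, NADPH fluorescence (Ex 340/Em 450 nm) was followed for 8 min.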
HP1b binding inh: HP1-beta chromodomain-methylated histone interaction inhibition | P83916 | actives 0.56% (n = 390,000) | AlphaScreen HP1-beta / biotin-H3K9me3 peptide binding | Potency, µM (top dose mostly 114 µM), without a hit: at the top dose activity change, negative = inhibition, actives largely listed as inhibitors | AID 540317; also: potency is read from the fitted curve at half-maximal effect; nearly all actives have a fitted effect of over 70% in size; inactives centre near 23
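HP1-beta protein (50 nM final) preincubated 30 min at room temperature with biotinylated H3(1-18)K9me3 peptide (50 nM) in PBS pH 7.4, 0.01% Tween-20, then compound added for 30 min. AlphaScreen streptavidin donor/nickel chelate acceptor beads (10 ug/mL final), 30 min dark, luminescence read.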
PI4K2A inh: blocks human PI4K2A kinase activity; Q9BTU6; purified PI4K2A, ADP-Glo luminescence, 1 h; hits give low values; activity change, negative = inhibition, % at 76.9 µM; actives 0.13% (n = 420,000); AID 1346378; in the data active = activity change below about -50%; inconclusive = mostly about -30% to -49%;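 also: -100% = wells without enzyme as full effect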
Target sequence (Q9BTU6 whole entry, looked up): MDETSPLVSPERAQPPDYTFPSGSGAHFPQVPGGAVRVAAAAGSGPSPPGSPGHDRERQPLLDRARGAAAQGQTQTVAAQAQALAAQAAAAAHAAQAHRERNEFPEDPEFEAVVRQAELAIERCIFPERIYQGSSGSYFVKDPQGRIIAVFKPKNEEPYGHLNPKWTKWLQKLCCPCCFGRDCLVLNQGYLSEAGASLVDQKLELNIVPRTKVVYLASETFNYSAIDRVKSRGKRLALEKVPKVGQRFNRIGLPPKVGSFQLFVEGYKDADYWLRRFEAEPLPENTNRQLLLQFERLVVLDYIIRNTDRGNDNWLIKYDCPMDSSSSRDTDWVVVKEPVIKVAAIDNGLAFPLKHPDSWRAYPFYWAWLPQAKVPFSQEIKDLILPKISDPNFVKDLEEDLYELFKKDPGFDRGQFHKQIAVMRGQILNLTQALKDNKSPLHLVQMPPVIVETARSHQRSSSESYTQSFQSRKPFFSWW
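Compounds are screened against recombinant PI4K2A using PI as substrate and ATP, the latter dispensed at 300 microM. Reactions run one hour at ambient temperature before ADP-Glo detection; full inhibition defined by wells lacking enzyme.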
USP1 inh: blocks the human USP1/UAF1 deubiquitinase complex | O94782 | recombinant USP1/UAF1, Ub-Rhodamine cleavage fluorescence | Potency, µM (top dose mostly 57.1 µM), for inactives: at the highest dose activity change, negative = inhibition, most hits filed as inhibitors | actives 0.23% (n = 390,000) | AID 743255; also: potency is read from the fitted curve at half-maximal effect; % is scaled to controls: 0 for no effect and ±100 for the full control effect; nearly all actives have a fitted effect of over 60% in size; inactives centre near -12
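USP1/UAF1 complex (1 nM) preincubated 15 min at room temperature with compound, then Ub-Rho substrate (150 nM final) added. Kinetic fluorescence at 480/540 nm over 6 reads at 60 s intervals; 50 mM HEPES pH 7.8, 0.5 mM EDTA, 0.1 mg/ml BSA, 1 mM TCEP, 0.01% Tween-20.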
IDH1 R132H inh: blocks human mutant IDH1 R132H enzyme; AID 602179; actives 0.093% (n = 390,000); O75874; IDH1-R132H enzyme, NADPH consumption, diaphorase/resazurin fluorescence; Potency, µM (highest dose often 76.6 µM), without a hit: at the highest dose activity change, negative = inhibition, hits mostly inhibitors; also: potency is read from the fitted curve at half-maximal effect; % is scaled to controls: 0 for no effect and ±100 for the full control effect; nearly all actives have a fitted effect of over 65% in size
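IDH1-R132H (0.5 ug/mL dispensed) in pH 7.5 Tris buffer was preincubated 30 min with compound, then given a substrate mix of 0.016 mM NADPH and 2 mM alpha-KG for 80 min at room temperature; remaining NADPH was read by diaphorase/resazurin fluorescence.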
An asterisk follows results filed as active; i = inactive; ? = inconclusive; · = not tested or not shown; & = joins results of further samples; [ ] = dose if it differs, or a comment. Unless noted, calls follow the shape of the dose curve; as a rule, active = well fitted curve in the direction sought with a large enough effect; inconclusive = small, poorly fitted or top-dose-only effect, or another doubt; inactive = no such curve, though single readings can be large; an effect the other way counts as inactive or inconclusive.

Sample of the layout (7 entries):
IDH1 R132H inh | Pin1 inhibitor | USP1 inh | TrxR1 substrate | TrxR1 inh | GLS inh | Tb PGK inh | PI4K2A inh | HP1b binding inh | Structure
-10% | 10% | -7% | 1% | 4% | 13% | 14% | -3 | 29% | COC(=O)[C@@H](Cc1ccc(O)cc1)NC(=O)[C@H]1CCC(=O)N1C(=O)OCc1ccccc1
-13% | 17% | 12% | 11% | 8% | 1% | -11% | 6 | 28% | Cc1ccc(NC(=O)c2sc3ccccc3c2Cl)cc1
-8% | 103%[activator] | -6% | -3% | -2% | 4% | -2% | -4 | 63%[activator] | Cc1csc2c(=O)sc(NC(=O)c3ccc(F)cc3Cl)nc12
1% | 15% | -7% | -1% | -1% | -4% | i | 1 | 19% | Cc1cc(C)cc(N(CCC#N)C(=O)COC(=O)C2CCN(S(=O)(=O)c3ccc(C)c(C)c3)CC2)c1
-7% | 20% | -6% | -10% | -2% | 14% | -3% | -4 | -4% | Cc1ccc(Cl)c(OCC(=O)Nc2cc(S(=O)(=O)N3CCOCC3)ccc2N2CCCC2)c1
5% | 5% | -18% | -10%[57.1 µM] | -2%[57.1 µM] | -9% | -3% | 2 | 44%[activator] | CC1CCCCC1NC(=O)c1cccc(NC2=NC3CS(=O)(=O)CC3S2)c1 (centres undefined)
-3% | -6% | -9% | -2% | 8% | -1% | 4% | -8 | 10% | O=C(Nc1ccc2c(c1)OCO2)c1ccc2c(c1)S(=O)(=O)c1ccccc1C2=O

This part in full, previewed entries included:
IDH1 R132H inh | Pin1 inhibitor | USP1 inh | TrxR1 substrate | TrxR1 inh | GLS inh | Tb PGK inh | PI4K2A inh | HP1b binding inh | Structure
-10% | 10% | -7% | 1% | 4% | 13% | 14% | -3 | 29% | COC(=O)[C@@H](Cc1ccc(O)cc1)NC(=O)[C@H]1CCC(=O)N1C(=O)OCc1ccccc1
-13% | 17% | 12% | 11% | 8% | 1% | -11% | 6 | 28% | Cc1ccc(NC(=O)c2sc3ccccc3c2Cl)cc1
-8% | 103%[activator] | -6% | -3% | -2% | 4% | -2% | -4 | 63%[activator] | Cc1csc2c(=O)sc(NC(=O)c3ccc(F)cc3Cl)nc12
1% | 15% | -7% | -1% | -1% | -4% | i | 1 | 19% | Cc1cc(C)cc(N(CCC#N)C(=O)COC(=O)C2CCN(S(=O)(=O)c3ccc(C)c(C)c3)CC2)c1
-7% | 20% | -6% | -10% | -2% | 14% | -3% | -4 | -4% | Cc1ccc(Cl)c(OCC(=O)Nc2cc(S(=O)(=O)N3CCOCC3)ccc2N2CCCC2)c1
5% | 5% | -18% | -10%[57.1 µM] | -2%[57.1 µM] | -9% | -3% | 2 | 44%[activator] | CC1CCCCC1NC(=O)c1cccc(NC2=NC3CS(=O)(=O)CC3S2)c1 (centres undefined)
-3% | -6% | -9% | -2% | 8% | -1% | 4% | -8 | 10% | O=C(Nc1ccc2c(c1)OCO2)c1ccc2c(c1)S(=O)(=O)c1ccccc1C2=O
9% | 2% | -20% | 1%[57.1 µM] | -2%[57.1 µM] | 1% | -6% | 1 | 62%[activator] | CC1(c2nnc(-c3cccc(Cl)c3)o2)CC(c2cccc(Cl)c2)=NO1 (centres undefined)
6% | 1% | -10% | 9% | 14% | 2% | -6% | -3 | 37% | CCSc1nnc(CCNC(=O)OC(C)(C)C)o1
? | -7% | -14% | 4% | 16% | 2% | 2% | 1 | 22% | COc1ccc(C(CCN(Cc2ccc(OC)c(OC)c2)C(C)=O)C(C)C)cc1 (centres undefined)
0% | -1% | 2% | 12% | 22% | 7% | -2% | 4 | 34% | Cc1ccc(-c2nn(C)c(=O)c3ccccc23)cc1CNS(C)(=O)=O
-17% | 5% | -14% | -2% | 5% | 0% | -5% | 3 | -2% | O=C(Cc1n[nH]c(=O)c2ccccc12)OCC(=O)N(Cc1ccccc1)Cc1ccccc1
9% | -3% | -6% | -10%[57.1 µM] | 26%[57.1 µM] | 2% | i | 3 | 36% | Cc1nccn1-c1ccc(C(F)(F)F)cc1[N+](=O)[O-]
-6% | -6% | -15% | -9% | -9% | 1% | -5% | -2 | 7% | COCC1CCN(C(=O)c2cc(COc3ccc(-n4cncn4)cc3)on2)C1 (centres undefined)
-3% | ? | -32% | 1%[57.1 µM] | 24%[57.1 µM] | -4% | 3% | -2 | 63%[activator] | COC(=O)c1ccc2c(c1)N(Cc1ccc(F)cc1)C(=O)c1ccccc1S2
1% | -2% | -8% | -5% | -15% | 3% | i | -2 | 23% | N#CCCCC1(CCCC#N)OCCO1
-8% | 3% | -18% | 5% | 22% | 4% | 2% | -2 | 41%[activator] | CCN(CC(=O)Nc1ccccc1C(F)(F)F)C(=O)CN1C(=O)NC(C)(c2ccc3ccccc3c2)C1=O (centres undefined)
7% | -5%&-4% | -22%&-24% | -2%&3% | 17%&26% | 2%&-3% | -1% | 5&2 | 2%&9% | COc1cccc(S(=O)(=O)N2CCN(Cc3ccc4c(c3)OCO4)CC2)c1
8% | -5% | -17% | 3%[57.1 µM] | 16%[57.1 µM] | 6% | -4% | 1 | 32%[57 µM] | CC(=O)N1CCCc2cc(S(=O)(=O)NCc3ccc(OC(C)C)cc3)ccc21
-4% | -4% | -16% | 7%[57.1 µM] | 20%[57.1 µM] | 5% | i | 1 | 20% | O=C(O)CSc1nnc(Cn2cnc3ccccc32)n1CCc1ccccc1
-6% | 3% | -9% | -8% | 5% | -2% | 0% | 2 | 29% | CN(CC(=O)Nc1ccc(F)c(F)c1F)C(=O)C1CSC2(C)CCC(=O)N12 (centres undefined)
9% | -2% | -7% | -4% | 18% | -2% | 0% | -2 | 7% | CC[N+](C)(CC)CC(=O)OCC1C(C)C=C(C)CC1C (centres undefined)
6% | 6% | -13% | 5%[57.1 µM] | 8%[57.1 µM] | 0% | 3% | 3 | 239%[activator] | CSc1ncccc1C(=O)OCc1ccc(Br)cc1
-5% | 3% | -22% | -12% | -10% | -4% | ? | -69* | 4% | Cc1[nH]cnc1C(=O)N/N=C/c1c(Cl)cccc1Cl
3% | 10% | -23% | 4% | 7% | 1% | 0% | -1 | 35% | COC(=O)C1CN(S(=O)(=O)c2ccc(C)cc2)CCN1S(=O)(=O)c1ccc(C)cc1 (centres undefined)
-1% | 3% | -7% | 4% | -30% | 22% | 5% | 2 | 31% | CC1Cc2cc(S(=O)(=O)N3CCC(C(=O)N(C)Cc4ccco4)CC3)ccc2N1C(=O)C1CCC1 (centres undefined)
-3% | -1% | 7% | -8% | -12% | 3% | 0% | 0 | 7% | CCNC(=O)CN(C1CCCCC1)S(C)(=O)=O
7% | -3% | -23% | 1% | 6% | 3% | -7% | 1 | 38% | CCc1ccc2nc(N3CCC(C(=O)O)CC3)sc2c1
6% | 3% | -23% | 6%[57.1 µM] | 12% | 2% | -1% | 0 | 39%[activator] | CCOc1ccc(S(=O)(=O)n2nc(C)cc2C)cc1
6% | 0% | -22% | -5% | -7% | -2% | i | 4 | 65%[activator] | Cc1ccc(C2(c3ccc(C)cc3)CC2C(=O)NC(C)C)cc1 (centres undefined)
-5% | 0% | -16% | 8%[57.1 µM] | 22%[57.1 µM] | -1% | -5% | 2 | -5% | COc1ccc(NC(=O)Cn2nc(C(=O)O)c3ccccc3c2=O)cc1Cl
· | -3% | -31% | 8%[57.1 µM] | 10%[57.1 µM] | 2% | · | 1 | 45%[activator] | CCOC(=O)c1ccc(NC(=O)c2cnc(N3CCCC3)nc2C)cc1
11% | 5% | -15% | 4% | 13% | 5% | -6% | 5 | 23% | Cc1ccc(CNC(=O)Nc2ccccc2)cc1
-5% | -3% | 8% | 2%[57.1 µM] | -6%[57.1 µM] | -1% | i | 2 | 2% | Cc1cc(C(C)(C)C)cc(C)c1C(=O)O
-10% | -10% | -14% | 7% | 4% | 1% | -1% | -9 | 12% | CCn1c(CN2C(=O)CSc3ccccc32)n[nH]c1=S
2% | 0% | -19% | 6% | 21% | 0% | 0% | 3 | 35% | CCOc1ccc(-n2ccnc(SCC(=O)NC3CCCC3)c2=O)cc1
-2% | 12% | -19% | -9% | 3%[57.1 µM] | -3% | 4% | 0 | 13% | CCOc1ccccc1OCC(=O)Nc1cc(S(=O)(=O)N2CCCCC2)ccc1OC
14% | 2% | -19% | -3% | 6% | -8% | -5% | 3 | 33% | CCCCOc1ccc(C(=O)NCC(=O)N2CC(C)CC(C)C2)cc1 (centres undefined)
1% | ? | -18% | 3% | 27% | -4% | -2% | -20 | 12% | O=C(c1ccccc1)N1CCN(C(=O)c2nn3c(C(F)(F)F)cc(-c4ccccc4)nc3c2Br)CC1
0% | -8% | -7% | -13% | -15% | 0% | 1% | 11 | -5% | CCOc1cc(C2/C(=C(/O)c3ccc(OC(C)C)cc3)C(=O)C(=O)N2CCCOC)ccc1O (centres undefined)
0% | 0% | -2% | -3%[57.1 µM] | 6%[57.1 µM] | -8% | 8% | 1 | 8%[57 µM] | COc1cccc(Cn2c(CNC(=O)c3cc([N+](=O)[O-])ccc3Cl)nc3cccnc32)c1
3% | -10% | -7% | -8% | -8% | 1% | -1% | -5 | 28% | CC(=O)O/N=C(/c1nonc1N)N1CCN(c2ccc([N+](=O)[O-])cc2Cl)CC1

High-throughput results: PubChem, National Center for Advancing Translational Sciences (NCATS)

An excerpt; count on the stated rates, not on these rows.
